Screening results: PubChem BioAssay, National Center for Advancing Translational Sciences (NCATS)
p53null 39C tox: qHTS Screen for Compounds that Selectively Target Cancer Cells with p53 Mutations: Cytotoxicity of p53 Null Cells at the Nonpermissive Temperature | AID 904, 2007 | H1299 p53-null (neo) cells, 39C, ATPlite viability, 24 h | Potency, µM (top dose mostly 46.1 µM), for the others: at the highest dose activity, negative = cell killing, actives largely listed as cytotoxic | 0.97% of 55,000 active;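 further: potency means the concentration at half of the fitted maximal effect; 0% = DMSO only and -100% = full killing by 100 µM tamoxifen; nearly all actives have a fitted effect of over 50% in size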
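ATP-luminescence viability readout (ATPlite, 20 min RT) after 24 hr compound treatment at 39C of H1299-neo or H1299-p53A138V cells; titration up to 46 uM; normalized to DMSO and 100 uM tamoxifen; Hill-fit AC50.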
B2AR arrestin ag: qHTS assay of beta-arrestin-biased ligands of beta2-adrenergic receptor: NCGC Sytravon Library Screen. Beta-2 adrenergic receptor (Homo sapiens), P07550. HTLA Tango cells, beta-arrestin recruitment, luciferase luminescence, 18 h. Potency, µM (top dose mostly 46.1 µM), inactives show at the top dose activation, actives largely listed as activators. 44,000 tested, under 10 active. AID 1347077, 2019;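 further: potency means the concentration at half of the fitted maximal effect; 0% = DMSO and full agonism = EC100 isoproterenol or metaproterenol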
Target sequence (P07550 whole entry, looked up): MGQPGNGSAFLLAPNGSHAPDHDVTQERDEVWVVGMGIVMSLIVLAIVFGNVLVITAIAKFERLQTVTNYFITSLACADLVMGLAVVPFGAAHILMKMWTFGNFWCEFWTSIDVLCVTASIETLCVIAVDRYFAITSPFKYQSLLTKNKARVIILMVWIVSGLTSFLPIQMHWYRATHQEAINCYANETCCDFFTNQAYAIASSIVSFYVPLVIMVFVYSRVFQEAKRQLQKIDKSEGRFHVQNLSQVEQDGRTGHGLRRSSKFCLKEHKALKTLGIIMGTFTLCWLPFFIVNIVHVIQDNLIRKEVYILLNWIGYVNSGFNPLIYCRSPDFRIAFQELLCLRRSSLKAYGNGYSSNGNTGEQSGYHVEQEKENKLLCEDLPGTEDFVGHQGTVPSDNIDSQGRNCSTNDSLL
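Tango cells expressing recombinant beta2-AR and beta-arrestin were treated with compounds (up to 46 microM titration) in DMEM with 1% FBS for 18 hr at 37 degrees C. Beta-arrestin recruitment drove tTA-dependent luciferase, read by luminescence; curves were fitted and classed.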
TSG101-PTAP inh: qHTS Validation Assay for Inhibitors of HIV-1 Budding by Blocking the Interaction of PTAP/TSG101: Sytravon Library Screen; Tumor susceptibility gene 101 protein (Homo sapiens), Q99816; Fluorescence polarization, FITC-PTAP peptide/Tsg101, 20 min; Potency, µM (top dose mostly 115 µM), without a hit: at the highest dose activity change, negative = inhibition, most hits filed as inhibitors; 44,000 tested, under 10 active; further: potency means the concentration at half of the fitted maximal effect; 0% is about no effect
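Read-out is FITC fluorescence polarization. Compounds were added to Tsg101 binding domain (10 uM final), then FITC-PTAP peptide (50 nM final), 20 min at r.t. Total S+P intensity flags fluorescent compounds.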
GALK inh: qHTS Assay for Inhibitors of Human Galactokinase (GALK): NCGC Sytravon Library Screen. P51570. recombinant GALK, Kinase-Glo ATP luminescence, 1 h. Potency, µM (highest dose often 57.5 µM), inactives show top-dose activity, negative = inhibition, hits mostly inhibitors. 44,000 tested, under 10 active;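 further: plate controls were full GALK reaction for no effect and reaction lacking GALK for full effect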
Target sequence (P51570 whole entry, looked up): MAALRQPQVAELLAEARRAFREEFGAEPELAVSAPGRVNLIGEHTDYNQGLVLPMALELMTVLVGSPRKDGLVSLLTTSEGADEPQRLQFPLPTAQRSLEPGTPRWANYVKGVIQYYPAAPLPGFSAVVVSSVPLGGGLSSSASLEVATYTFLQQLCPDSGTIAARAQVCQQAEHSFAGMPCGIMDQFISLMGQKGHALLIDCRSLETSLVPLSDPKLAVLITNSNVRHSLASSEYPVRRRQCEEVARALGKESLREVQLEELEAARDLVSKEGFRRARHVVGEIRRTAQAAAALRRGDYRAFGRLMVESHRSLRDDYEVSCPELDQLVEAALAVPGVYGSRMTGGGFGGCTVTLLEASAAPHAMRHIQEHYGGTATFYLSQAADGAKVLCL
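Compounds were pinned into ATP buffer, then GALK-galactose mix was added (final 5 nM enzyme, 35 uM ATP, 100 uM galactose, pH 8.0). After 1 h at room temperature, Kinase-Glo Plus was added and luminescence read.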
p53null 32C kill: qHTS Screen for Compounds that Selectively Target Cancer Cells with p53 Mutations: Cytotoxicity of p53 Null Cells at the Permissive Temperature; H1299-neo p53 null cells, ATP luminescence, 24 h, 32C; Potency, µM (titrated, usually from 46.1 µM), for inactives: at the top dose activity change, negative = cytotoxicity, hits mostly cytotoxic; 0.62% of 55,000 active; AID 903, 2007;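 further: potency means the concentration at half of the fitted maximal effect; 0% = DMSO only and -100% = full killing by 100 µM tamoxifen; nearly all actives have a fitted effect of over 55% in size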
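Overnight 37C seeding (600 cells/well) of H1299-neo preceded a 24 hr, 32C exposure to compounds up to 46 uM. ATP levels, read by luminescence after 20 min at RT, indicated surviving cells.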
NTMT1 inhibitor: Primary qHTS for Inhibitors of N-terminal methyltransferase 1 (NTMT1): MTaseGlo Assay | 2.5% of 59,000 active | NTMT1 MTase-Glo SAH luminescence, purified enzyme | N-terminal Xaa-Pro-Lys N-methyltransferase 1 (Homo sapiens), Q9BV86 | Potency, µM (series often up to 114 µM), for inactives: at the highest dose activity change, negative = inhibition, hits mostly inhibitors;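 further: potency means the concentration at half of the fitted maximal effect; plate controls were DMSO vehicle for no effect and no enzyme for full effect; nearly all actives have a fitted effect of over 65% in size; many of its hits are not listed in these tables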
Target sequence (Q9BV86 whole entry, looked up): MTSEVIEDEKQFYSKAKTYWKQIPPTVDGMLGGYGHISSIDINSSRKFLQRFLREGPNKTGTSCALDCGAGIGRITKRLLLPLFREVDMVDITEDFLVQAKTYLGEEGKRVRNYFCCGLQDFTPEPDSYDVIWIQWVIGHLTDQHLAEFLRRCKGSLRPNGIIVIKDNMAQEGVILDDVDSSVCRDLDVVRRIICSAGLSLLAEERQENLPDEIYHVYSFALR
FH mod: Identification of activators of human fumarate hydratase by quantitative high-throughput screening; Fumarate hydratase, mitochondrial (Homo sapiens), P07954; FH coupled MDH/diaphorase resazurin fluorescence, 15 min; Potency, µM (series often up to 79.9 µM), for inactives: at the highest dose activity change, negative = inhibition, hits mostly inhibitors; 0.22% of 54,000 active; AID 1347055, 2019; further: potency means the concentration at half of the fitted maximal effect; on the % scale 0 is the no-effect control and ±100 the full control effect; the screen sought activators but most active calls are inhibition curves; nearly all actives have a fitted effect of over 45% in size
Active calls of the source: *; ? = inconclusive; / = not tested or not shown; [ ] = remark or other dose. The call rests on the fitted dose curve; in most records, active means well fitted curve in the direction sought with a large enough effect; inconclusive means small, poorly fitted or top-dose-only effect, or another doubt; inactive means no such curve, though single readings can be large; an effect the other way counts as inactive or inconclusive. This is a subset; rates above refer to the full screens.

| No. | Compound | p53null 39C tox | B2AR arrestin ag | TSG101-PTAP inh | GALK inh | p53null 32C kill | NTMT1 inhibitor | FH mod |
| --- | --- | --- | --- | --- | --- | --- | --- | --- |
| 1 | Cc1ccc(C)c(NC(=O)Cn2c(=O)n(Cc3cccs3)c(=O)c3cccnc32)c1 | -17% | 1% | -2% | 4% | -13% | ? | 2% |
| 2 | Cn1c2ccccc2c2cnn(CC(=O)NCCCN3CCN(c4ccccc4F)CC3)c(=O)c21 | -16% | -4% | -2% | -13% | 7% | -3% | -6% |
| 3 | CCn1nnc2cc(C(=O)Nc3cccc(Cl)c3)ccc21 | -4% | 2% | 1% | -3% | -11% | -2% | -9% |
| 4 | CCOc1ccc(NC(=O)CCc2c(C)nc3nc(C)nn3c2C)cc1 | 20% | 0% | 0% | 0% | -1% | -25% | -15% |
| 5 | O=C(c1ccc2c(c1)N(Cc1ccc(Cl)cc1)C(=O)c1ccccc1S2(=O)=O)N1CCCC1 | -10% | -2% | 0% | -1% | 0% | -3% | -15% |
| 6 | O=C(NC1CCCCCC1)C1c2ccccc2C(=O)N1Cc1ccccc1Cl (configuration not stated) | ? | 1% | -5% | 7% | 3% | 5% | -6% |
| 7 | Cc1ccc(S(=O)(=O)NCC2CCC(C(=O)NCCc3ccccc3)CC2)cc1 (configuration not stated) | 9% | -1% | 1% | -2% | -1% | 19% | 8% |
| 8 | CC(C)c1ccc(CNC(=O)c2ccc(N3CCCC3)c(NC(=O)NCc3ccc(F)cc3)c2)cc1 | 8% | 1% | 0% | 0% | 1% | -2% | -17% |
| 9 | COCCCNC(=O)c1cn(CCOC)c(=O)c2c1c1ccccc1n2C | ? | 1% | -5% | 5% | 4% | 16% | -7% |
| 10 | CCOC(=O)c1c(NC(=O)CSc2cn(CCNC(=O)c3ccc(OC)cc3)c3ccccc23)sc2c1CCC2 | / | 1% | 6% | 0% | / | 10% | -12% |
| 11 | O=C(Cn1c(=O)nc(-c2ccccc2)c2ccccc21)NCCCc1ccccc1 | -27% | 1% | -7% | 3% | 1% | 10% | -5% |
| 12 | Cc1ccccc1C(=O)Nc1ccc(NC(=O)c2cccs2)cc1 | -15% | 1% | 0% | 0% | -13% | -7% | 4% |
| 13 | Cc1cccc(CCn2c(=O)c3ccccc3n(CC(=O)Nc3ccccc3F)c2=O)c1 | 9% | -2% | -2% | 3% | -15% | 16% | 3% |
| 14 | O=C(NCCc1csc2nc(-c3ccccc3F)nn12)C(=O)Nc1cc(F)ccc1F | -30% | 0% | 0% | -2% | 4% | 3% | -5% |
| 15 | CCOc1ccc(N2C(=O)c3n[nH]c(-c4cccs4)c3C2c2cccc(F)c2)cc1 (configuration not stated) | ? | 0% | -10% | 9% | 14% | -20% | ? |
| 16 | Cc1ccc(Cn2c(C(=O)O)c(CNCc3ccc(OC(C)C)cc3)c3ccc(C)cc32)cc1 | ? | 0% | -1% | 4% | ? | -6% | ? |
| 17 | CCOC(=O)CC(NC(=O)Cn1nnc(-c2ccc(C(F)(F)F)cc2)n1)c1ccccc1Cl (configuration not stated) | -12% | 0% | -3% | 0% | 3% | 5% | -3% |
| 18 | Cc1cc(-c2ccc(C)c(S(=O)(=O)N(Cc3cccs3)C(C)C)c2)on1 | ? | 0% | -5% | 1% | -1% | 10% | -13% |
| 19 | CC(=O)c1cccc(NC(=O)C2=CC(c3ccc(F)cc3)=NS(=O)(=O)N2C)c1 | -13% | -3% | -3% | 3% | 5% | ? | 6% |
| 20 | CN(C)c1ccc(-c2nc(-c3ccncc3)no2)cc1[N+](=O)[O-] | 21% | -3% | 2% | -1% | -2% | 5% | -9% |
| 21 | CC(C)CC(=O)n1nc(-c2ccco2)nc1NCc1ccc(Cl)cc1 | -28% | 0% | -2% | 0% | 5% | 0% | 6% |
| 22 | CCCC1=Nc2cc(C(=O)NC(C)c3ccccc3)ccc2Sc2ccc(C)cc21 (configuration not stated) | -4% | -2% | 1% | -6% | 33%[activator] | 16% | -15% |
| 23 | CCc1c(C)nc(SCC(=O)N2CCN(c3ccccc3OC)CC2)[nH]c1=O | -5% | 0% | 0% | 0% | 0% | 25% | -5% |
| 24 | COc1ccc(C(CC(=O)Nc2cc(OC)c(OC)c(OC)c2)N2Cc3ccccc3C2=O)cc1 (configuration not stated) | 22% | 1% | -9% | -1% | -3% | / | / |
| 25 | Cc1ccc(CNc2nnc(C)c3nnn(Cc4ccc(F)cc4)c23)cc1 | -8% | -2% | -1% | 1% | 2% | 6% | 1% |
| 26 | CC(=O)c1ccc(NC(=O)Cn2cc3c(n2)CCCC3)cc1 | -14% | -3% | -9% | -1% | 3% | 2% | 2% |
| 27 | CCOc1ccc(CC(=O)NC2CC(=O)N(c3ccc4c(c3)OCCO4)C2)cc1 (configuration not stated) | 11% | -3% | 2% | -1% | -4% | 3% | 2% |
| 28 | COCc1cc(C)nc2sc(C(=O)Nc3ccc(C(C)=O)cc3)c(N)c12 | -10% | ? | -4% | 1% | -6% | -5% | -5% |
| 29 | CCCCCCOc1ccc(/C=C/C(=O)Nc2sc3c(c2C(=O)OC)CCC3)cc1OC | 15% | 0% | -3% | 0% | 1% | 4% | -12% |
| 30 | O=C(NCc1ccc(F)cc1)c1ccc(CSc2nc3ccncc3n2Cc2ccc(F)cc2)cc1 | -3% | 1% | 1% | -1% | 30%[activator] | 3% | -26% |

Continued; it opens with the six that closed the last part.
| No. | Compound | p53null 39C tox | B2AR arrestin ag | TSG101-PTAP inh | GALK inh | p53null 32C kill | NTMT1 inhibitor | FH mod |
| --- | --- | --- | --- | --- | --- | --- | --- | --- |
| 25 | Cc1ccc(CNc2nnc(C)c3nnn(Cc4ccc(F)cc4)c23)cc1 | -8% | -2% | -1% | 1% | 2% | 6% | 1% |
| 26 | CC(=O)c1ccc(NC(=O)Cn2cc3c(n2)CCCC3)cc1 | -14% | -3% | -9% | -1% | 3% | 2% | 2% |
| 27 | CCOc1ccc(CC(=O)NC2CC(=O)N(c3ccc4c(c3)OCCO4)C2)cc1 (configuration not stated) | 11% | -3% | 2% | -1% | -4% | 3% | 2% |
| 28 | COCc1cc(C)nc2sc(C(=O)Nc3ccc(C(C)=O)cc3)c(N)c12 | -10% | ? | -4% | 1% | -6% | -5% | -5% |
| 29 | CCCCCCOc1ccc(/C=C/C(=O)Nc2sc3c(c2C(=O)OC)CCC3)cc1OC | 15% | 0% | -3% | 0% | 1% | 4% | -12% |
| 30 | O=C(NCc1ccc(F)cc1)c1ccc(CSc2nc3ccncc3n2Cc2ccc(F)cc2)cc1 | -3% | 1% | 1% | -1% | 30%[activator] | 3% | -26% |
| 31 | CC(=O)c1ccc(NS(=O)(=O)c2cc(-c3cnc(C4CC4)o3)ccc2C)cc1 | 12% | -2% | 1% | 1% | -1% | ? | 7% |
| 32 | CCc1ccc(C2c3c(oc4ccc(C)cc4c3=O)C(=O)N2c2nc(C)c(C)s2)cc1 (configuration not stated) | -16% | 0% | -8% | 5% | 4% | 13% | 1% |
| 33 | COCCCNC(=O)Cn1c(=O)n(-c2ccccc2)c(=O)c2c1c1cc(OC)ccc1n2C | 0% | 0% | -1% | 2% | -8% | 3% | -1% |
| 34 | COC(=O)c1ccc(NC(=O)Cn2ccn3nc(-c4ccc(OC)cc4)cc3c2=O)cc1 | -17% | 1% | -2% | 0% | 0% | 1% | 0% |
| 35 | CCc1nn2c(=O)cc(COC(=O)c3ccccc3NC(=O)c3cccs3)nc2s1 | -4% | 1% | -4% | ? | -6% | -1% | -4% |
| 36 | COC(=O)c1cccc(Nc2c(-c3ccc(SC)cc3)nc3nc[nH]n23)c1 | 14% | 0% | 8% | 0% | 10% | 2% | -12% |
| 37 | CC(=O)c1cccc(-n2c(=O)c3c4c(sc3n(CC(=O)c3ccc(Cl)cc3)c2=O)CN(C(C)=O)CC4)c1 | ? | 0% | 2% | 2% | 7% | 1% | -12% |
| 38 | O=C(NCc1ccc2c(c1)CCN2C(=O)c1ccc(F)cc1)c1ccco1 | 1% | -3% | -3% | 0% | -13% | -1% | -11% |
| 39 | Cc1cc(C)c(NC(=O)c2cc(S(=O)(=O)N3CCN(c4ccccc4F)CC3)ccc2F)c(C)c1 | 13% | -1% | -1% | -1% | -1% | 6% | -29% |
| 40 | CC(=O)c1ccc(NC(=O)CSc2cn(CC(=O)N(C(C)C)C(C)C)c3ccccc23)cc1 | -13% | 2% | 1% | ? | 1% | -11% | ? |
| 41 | Cc1nc2c(C(=O)NCCC(C)C)cnn2c(C)c1Cc1c(F)cccc1Cl | 3% | 4% | -5% | -4% | 4% | -3% | ? |
| 42 | COc1ccc2c(Sc3ccccc3)c(C(=O)NCCCN3CCCCC3)[nH]c2c1 | ? | -2% | -5% | 3% | 0% | -14% | -5% |
| 43 | CCc1ccccc1Nc1ncnc2c1cnn2-c1ccc(Cl)cc1 | -8% | -2% | 0% | 0% | -8% | ? | -11% |
| 44 | COc1cccc(N2CCN(S(=O)(=O)c3ccc4[nH]c5c(c4c3)CCCC5)CC2)c1 | -6% | 0% | -3% | 0% | -5% | -10% | -20% |
| 45 | O=C(Nc1ccccc1C(=O)OCc1cc(=O)n2c3c(sc2n1)CCCC3)c1ccccc1 | 11% | 0% | -1% | -3% | 8% | -2% | -21% |
| 46 | O=C(CSc1nc2ccsc2c(=O)n1Cc1ccccc1F)NCc1ccccc1Cl | 12% | -3% | -5% | -3% | -7% | 16% | -3% |
| 47 | Cc1nn(C)c2c1c(-c1ccccc1)cc(=O)n2C(C)C(=O)NCc1ccc(F)cc1 (configuration not stated) | 7% | 0% | -4% | 0% | 4% | 4% | -29% |
| 48 | COc1cc(-c2nnc(SCC(=O)Nc3cccc(C#N)c3)o2)cc(OC)c1OC | ? | -1% | 1% | 3% | -2% | / | / |
| 49 | Cc1ccc(-c2nc(C)c(CCNC(=O)c3cccs3)s2)cc1 | -5% | -1% | -3% | 3% | ? | ? | -20% |

Compound profiles, as listed above. Values in the order: p53null 39C tox	B2AR arrestin ag	TSG101-PTAP inh	GALK inh	p53null 32C kill	NTMT1 inhibitor	FH mod
Entry for `COc1cccc(N2CCN(S(=O)(=O)c3ccc4[nH]c5c(c4c3)CCCC5)CC2)c1` = -6%	0%	-3%	0%	-5%	-10%	-20%
Entry for `COCc1cc(C)nc2sc(C(=O)Nc3ccc(C(C)=O)cc3)c(N)c12` = -10%	?	-4%	1%	-6%	-5%	-5%
